Compound activity: PubChem BioAssay, several laboratories
Scp1 inh: inhibitors of human Scp-1 phosphatase; Q9GZU7; Recombinant Scp1, phosphopeptide, malachite green phosphate absorbance; inhibition, % at 20 µM; 340,000 compounds, 0.88% hits;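 active = inhibition above about 50% at 20 µM, limit read from the data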;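 also: plate controls were DMSO wells with enzyme for no effect and wells lacking enzyme for full effect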
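Assay system: SCP-1 catalytic fragment, aa 76-261 | Buffer or medium: Tris acetate buffer pH 5.5 with MgCl2 and Tween-20 | Compound: One concentration, 20 µM, with 1.0% DMSO | Also added: Phospho 17-mer peptide substrate | Signal: Absorbance at 630 nm | Incubation: 45 min enzyme reaction at room temperature | Measure: % inhibition of SCP-1 phosphate liberation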
SUMO1 PPI mod: SUMO1-SIM interaction modulation | P63165 | SUMO1 binding to a labelled peptide, TR-FRET, 1 h | inhibition, % at 20 µM | 360,000 compounds, 0.33% hits | AID 602429; in the data active = inhibition above about 37%
Target sequence (P63165 whole entry, looked up): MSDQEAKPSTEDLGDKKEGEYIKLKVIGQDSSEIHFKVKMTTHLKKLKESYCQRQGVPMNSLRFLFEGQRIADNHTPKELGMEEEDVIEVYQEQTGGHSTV
Rpn11 block: Rpn11 (human) deubiquitinase inhibition. O00487. human 26S proteasome, Ub4-pepOG fluorescence polarization; 20S core pre-blocked with epoxomicin. calls only at 20 µM. 360,000 compounds, 0.59% hits. AID 588493;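 active = inhibition at 20 µM, scaled to each plate's controls, above about 33%, limit read from the data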
Rin1-Abl PPI inh: blocks binding of human Rin1 to Abl; P00519+Q13671; TR-FRET Rin1/Abl binding, biochemical; inhibition, % at 7.35 µM; 360,000 compounds, 0.4% hits; AID 588664; in the data active = inhibition above about 5%, passing the limit was not always enough
NadD block: blocks S. aureus nicotinate mononucleotide adenylyltransferase; purified NadD enzyme, colorimetric absorbance read-out; 360,000 compounds, 0.78% hits; inhibition, % at 20 µM; in the data active = inhibition above about 26%; also: some compounds past the cut are filed as inactive
STEP block: blocks human striatal-enriched tyrosine phosphatase; P54829; recombinant STEP, OMFP fluorogenic substrate, fluorescence; inhibition, % at 20 µM; 360,000 compounds, 0.25% hits; AID 588621;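 active = inhibition at 20 µM, scaled per plate between control wells, above about 37%, limit read from the data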;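 also: 0% = DMSO with enzyme and substrate and 100% = substrate only without enzyme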
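Assay system: isolated STEP enzyme / Timing: 20 min at room temperature, dark / Doses: 20 µM, 1% DMSO / Technique: fluorescence intensity, excitation 480 nm, emission 540 nm / Reagent: fluorogenic phosphatase substrate OMFP at 25 µM final / Measure: percent inhibition scaled to no-enzyme and uninhibited-enzyme controls, plate-pattern corrected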
CSN deneddyl inh: CSN deneddylation inhibition | Purified CSN, SCF-Nedd8-OG deneddylation, fluorescence polarization | Q92905 | AID 651999 | inhibition, % at 12.5 µM | 360,000 compounds, 0.38% hits;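 active = pattern-corrected inhibition above about 35%, with an unprinted fluorescence ratio check between 0.5 and 1.5, limit read from the data, passing the limit was not always enough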;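 also: 0% = enzyme with substrate and 100% = substrate without enzyme; some results filed as inactive read as strong as hits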
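Test system: purified human Csn5 enzyme expressed in HEK293T cells. Amount: 0.24 nM enzyme. Reagent: SCFSkp2-Nedd8OG substrate at 10 nM final. Schedule: 90 min incubation of compound, enzyme and substrate at room temperature. Detection: fluorescence polarization. Read-out: % inhibition of substrate cleavage by Csn5.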
LMPTP block: blocks human LMPTP phosphatase | P24666 | recombinant LMPTP-A, OMFP fluorogenic substrate, fluorescence intensity | inhibition, % at 20 µM | 360,000 compounds, 0.22% hits | AID 651560;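 active = compounds that cut the enzyme signal by at least half of the control window in the single-dose screen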;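 also: plate controls were DMSO wells with enzyme plus substrate for no effect and substrate without enzyme for full effect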
Target sequence (P24666 whole entry, looked up): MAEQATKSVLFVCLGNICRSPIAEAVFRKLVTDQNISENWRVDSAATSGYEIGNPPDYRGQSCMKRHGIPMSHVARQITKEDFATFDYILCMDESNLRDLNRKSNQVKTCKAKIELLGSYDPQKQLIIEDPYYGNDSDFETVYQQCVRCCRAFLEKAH
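Buffer or medium: Bis-Tris pH 6.0, DTT, detergent; Assay system: LMPTP-A enzyme; Quantity: 0.625 nM enzyme; Detection: endpoint fluorescence intensity; Times: 50 min dark incubation at room temperature; Controls: substrate-only low control, DMSO enzyme-plus-substrate high control; Doses: single 20 µM dose; Read-out: percent inhibition versus substrate-only and uninhibited controls; Reagent: 400 µM OMFP.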
DNMT1 block: DNMT1 (human) enzyme inhibition; 360,000 compounds, 0.83% hits; inhibition (reported as % activation of signal), % at 10 µM; P26358; DNMT1 molecular beacon, Hinp1I cleavage, fluorescence; in the data active = inhibition above about 50%
Neddyl block: cullin neddylation inhibition | TR-FRET cullin neddylation, biochemical | AID 651699 | 360,000 compounds, 0.58% hits | calls only at 25 µM; in the data active = inhibition above about 36%
Target sequence (P61081 whole entry, looked up): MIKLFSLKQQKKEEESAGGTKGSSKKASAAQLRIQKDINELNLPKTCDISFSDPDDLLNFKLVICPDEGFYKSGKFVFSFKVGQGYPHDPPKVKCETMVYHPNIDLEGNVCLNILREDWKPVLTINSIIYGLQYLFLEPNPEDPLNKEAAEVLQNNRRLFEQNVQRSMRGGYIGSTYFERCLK
Target sequence (Q13564 whole entry, looked up): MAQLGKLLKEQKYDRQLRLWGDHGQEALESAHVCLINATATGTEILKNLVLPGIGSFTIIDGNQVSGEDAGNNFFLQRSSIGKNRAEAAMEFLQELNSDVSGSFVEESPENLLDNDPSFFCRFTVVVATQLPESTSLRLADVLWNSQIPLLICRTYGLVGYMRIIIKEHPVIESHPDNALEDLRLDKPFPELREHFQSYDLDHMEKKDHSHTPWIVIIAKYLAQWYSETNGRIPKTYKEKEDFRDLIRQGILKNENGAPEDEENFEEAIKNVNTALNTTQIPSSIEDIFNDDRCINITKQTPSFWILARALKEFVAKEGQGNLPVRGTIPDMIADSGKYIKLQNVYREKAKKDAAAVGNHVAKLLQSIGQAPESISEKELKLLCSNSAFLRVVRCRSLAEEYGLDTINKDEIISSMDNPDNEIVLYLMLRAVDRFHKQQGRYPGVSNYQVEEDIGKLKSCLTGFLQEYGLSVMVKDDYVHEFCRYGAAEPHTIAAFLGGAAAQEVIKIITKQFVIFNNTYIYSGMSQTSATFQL
The depositor's hits bear a star; i = inactive; · = not tested or not shown.

SMILES	Scp1 inh	SUMO1 PPI mod	Rpn11 block	Rin1-Abl PPI inh	NadD block	STEP block	CSN deneddyl inh	LMPTP block	DNMT1 block	Neddyl block
Nc1ccc(C(=O)OCC(=O)Nc2ccc([N+](=O)[O-])cc2C(F)(F)F)cc1	0.3	-25.5	i	2.3	-1.5	-1.4	-8.6	-3.1	-1.8	i
COCCCNC1=C(Cl)C(=O)c2ccccc2C1=O	17.1	-44.1	i	-11.8	2.7	3.9	6.7	1.8	-23.5	i
COc1cc(NC(=O)CSc2nc3ncnc(N)c3[nH]2)c(C(=O)O)cc1OC	-1.2	10.0	i	1.4	-5.3	0.7	2.5	17.4	-0.7	i
Cc1nc(-c2coc3cc(O)c(C)cc3c2=O)cs1	2.6	0.2	i	1.3	-4.6	-2.9	-5.2	-0.7	-1.6	i
CSc1ccc(CN(C)CC(=O)NC(=O)NC(C)(C)C)cc1	2.5	0.5	i	1.6	-1.6	-0.9	-2.1	-1.8	1.6	i
Cc1ccccc1NC(=O)COC(=O)c1c(-c2ccccc2)noc1C	-4.8	4.4	i	4.3	-3.4	-1.3	-1.2	-0.1	-2.1	i
CC1CC(C)CN(C(=O)Cc2c(C(=O)O)[nH]c3ccc(Cl)cc23)C1 (stereo not drawn)	3.2	2.4	i	-3.7	2.7	3.3	3.8	-0.9	-2.1	i
CC(c1ccccc1)N1CC(C(=O)N2CCN(Cc3ccc(C#N)cc3)CC2)CC1=O (stereo not drawn)	-9.0	1.5	i	2.8	-0.9	2.0	4.5	-1.7	-2.8	i
C=CCOC(=O)C1=C[C@@H](c2ccc(C(F)(F)F)cc2)C[C@@H](OCc2ccc(CO)cc2)O1	-3.8	-5.8	i	7.1	2.0	-3.1	-0.7	1.7	-2.4	i
COc1cc(/C=c2\sc3n(c2=O)CCCN=3)ccc1O	-4.9	-38.5	i	-1.1	8.2	1.9	12.5	0.0	3.6	i
Cc1noc(C)c1S(=O)(=O)Nc1ccc2c(c1)C(=O)N([C@H](C)CO)C[C@H](C)[C@@H](CN(C)Cc1ccc(C(=O)O)cc1)O2	46.0	-1.9	i	-1.2	6.2	-0.3	0.0	-1.5	10.4	i
COCC(=O)N1CCC(Oc2ccc(C(=O)NCc3cnc(C)cn3)cc2)CC1	-9.6	2.0	i	-3.3	-3.7	1.1	-4.0	-1.2	0.4	i
O=C(Nc1cc(-c2ccccc2)[nH]n1)c1ccccc1	-3.6	-0.6	i	1.3	1.3	0.5	2.8	1.2	-4.4	i
Nc1nncn1C(=O)CCCN1C(=O)c2ccccc2C1=O	2.5	-5.9	i	0.8	-0.4	0.0	1.1	-0.2	0.9	i
CCOC(=O)[C@]12CCC=C1N(Cc1ccc(Cl)cc1Cl)C(=O)[C@H](CC(=O)NCc1ccc(C)o1)C2	·	2.5	·	·	2.1	·	1.0	-0.3	·	i
Nc1nonc1-n1nnc(C(=O)N/N=C/c2ccccc2)c1CSc1ccccc1	-10.5	-4.8	i	-1.3	7.0	0.4	5.1	2.3	4.0	i
CCCCN(C)S(=O)(=O)c1cc2c3c(c1)CCC(=O)N3CCC2	-13.3	3.1	i	-1.1	-1.0	-2.2	7.7	0.4	0.2	i
O=S(=O)(Nc1ccn(-c2ccccc2)n1)c1ccc(Br)cc1	-10.5	-0.2	i	0.4	5.1	2.4	6.4	1.9	-10.0	i
Cc1nc(N2CCOCC2)[nH]c(=O)c1[N+](=O)[O-]	-4.1	-2.1	i	-2.6	-1.8	1.9	2.7	-2.6	2.9	i
N/C(=N\OC(=O)CC1CCCCC1)c1cccc(Br)c1	-6.0	4.7	i	-1.9	-4.2	1.8	3.6	4.0	1.5	i
COCC1CCN(Cc2cn[nH]c2-c2cc(OC)c(OC)c(OC)c2)CC1	-4.1	3.4	i	4.2	-0.6	4.8	-4.3	0.5	3.4	i
COc1ccccc1C(=O)NNC(=O)c1ccc2ccccc2c1	-6.5	-6.2	i	-5.9	-6.0	0.5	-2.3	-1.2	6.3	i
O=C(O)C1=CCCNC1	-9.0	0.0	i	-1.2	-0.7	-0.8	-5.7	-1.6	-3.3	i
Cc1ccc(C(C)C)c(OCC(=O)NNC(=O)C2CSC3(C)CCC(=O)N23)c1 (stereo not drawn)	-4.0	-0.5	i	-2.5	-0.9	-0.9	2.1	-1.4	2.0	i
Cc1cccc(C)c1NC(=O)CNC(=O)c1c(-c2ccccc2)noc1C	-2.2	-6.0	i	1.8	1.8	-0.6	-3.4	-4.2	-1.2	i
CCCOc1ccc(C(F)(F)F)cc1NC(=O)C1CC(=O)N(Cc2ccco2)C1 (stereo not drawn)	-5.0	8.2	i	2.0	-2.2	-0.1	-1.9	-0.1	-1.0	i
COc1ccc(NC(=O)c2ncn[nH]2)cc1	-2.2	5.6	i	0.7	0.2	-1.7	-2.1	-0.4	15.3	i
Cc1ccc(S(=O)(=O)NC(C(=O)Oc2ccc3c(C(F)(F)F)cc(=O)oc3c2)c2ccccc2)cc1 (stereo not drawn)	-5.2	2.6	i	-1.4	0.4	13.5	-1.0	0.1	0.9	·
O=C1C(Cc2ccccc2)C(c2ccccc2)N1c1ccccc1 (stereo not drawn)	-8.2	-1.2	i	-1.8	-7.0	1.6	0.1	2.7	-1.6	i
COc1ccc(CCNC(=O)COC(=O)Cn2cnc3c2c(=O)n(C)c(=O)n3C)cc1	-3.4	-4.6	i	3.3	1.7	-0.4	2.7	-1.3	6.4	i
Cn1nnc(NC(=S)NC(=O)c2ccccc2)n1	-3.8	-2.7	i	0.2	0.5	0.0	0.0	-0.1	-1.0	i
COc1ccccc1C(=O)OCC(=O)Nc1ccc(Cl)cn1	-0.7	2.4	i	-2.8	-8.3	-0.7	-5.1	0.1	-0.3	i
COc1ccc(-n2nc(C(=O)NCC(=O)N3CCN(c4ccccn4)CC3)c3ccccc3c2=O)cc1Cl	-8.9	-26.5	i	-1.9	3.4	6.7	5.8	17.5	-1.5	i
COc1ccc(NC(=O)c2cc(-c3cc(C)cs3)[nH]n2)cc1OC	·	10.5	i	-0.9	0.7	0.7	-1.4	1.2	-1.2	i
COc1ccc(S(=O)(=O)Nc2c(NC3CCCCC3)c3ccccc3oc2=O)cc1Cl	-3.1	2.7	i	0.3	5.6	1.1	5.8	3.1	-0.4	·
NC(c1ccccc1)c1csc(Nc2ccc(C(=O)NCCO)cc2)n1 (stereo not drawn)	·	0.3	i	-0.8	0.3	2.8	-1.3	-0.4	-2.4	i

An excerpt from above in order of the Scp1 inh value, high to low:
SMILES	Scp1 inh
COc1ccccc1C(=O)OCC(=O)Nc1ccc(Cl)cn1	-0.7
COc1ccc(NC(=O)c2ncn[nH]2)cc1	-2.2
COc1ccc(S(=O)(=O)Nc2c(NC3CCCCC3)c3ccccc3oc2=O)cc1Cl	-3.1

Next part.
SMILES	Scp1 inh	SUMO1 PPI mod	Rpn11 block	Rin1-Abl PPI inh	NadD block	STEP block	CSN deneddyl inh	LMPTP block	DNMT1 block	Neddyl block
O=C(Nc1ccccc1F)c1nc[nH]c1C(=O)NCc1ccccc1	·	11.7	i	0.4	2.6	-3.9	5.4	-0.1	-3.7	·
O=C(NCCN1CCCC1)c1ccccc1Cl	-1.7	-1.3	i	-0.7	-1.4	-3.8	-0.9	-8.4	-1.0	i
CC1CCCCN1C(=O)COc1ccc(S(=O)(=O)N2CCCC2)cc1[N+](=O)[O-] (stereo not drawn)	-2.5	-12.3	i	0.0	0.1	-3.8	-7.7	-0.2	2.7	i
COc1ccc(S(=O)(=O)N(C(=O)C(C)C)c2ccc3oc(=O)sc3c2)cc1	-7.8	2.7	i	-0.5	-4.3	1.0	4.8	0.6	0.2	i
O=C(Nc1ccccc1NC(=O)c1csnn1)c1csnn1	-6.0	-1.4	i	1.7	-7.3	-0.6	-7.3	-0.6	-3.2	i
CCCCn1nnnc1C(c1ccccc1)N1CCN(c2ccc(C(F)(F)F)cn2)CC1 (stereo not drawn)	·	8.5	·	·	-3.3	·	1.5	3.5	·	i
Cn1c(N)c(C(=O)CNC2CCCCC2)c(=O)n(C)c1=O	-8.2	7.0	i	0.9	-1.7	-2.9	-1.4	-1.0	0.5	i
COc1ccc(C2C(C(=O)Nc3cccc(C)n3)c3ccccc3C(=O)N2C)cc1OC (stereo not drawn)	-3.6	1.1	i	1.3	-2.2	2.0	-1.2	-1.6	-1.5	i
CSc1nc2sc3c(c2c(=O)[nH]1)CCC(C)C3 (stereo not drawn)	-1.3	0.1	i	-1.3	2.9	0.6	2.5	-0.7	1.9	i
CCOC(=O)CC(c1ccc([N+](=O)[O-])cc1)n1c(C)ccc1C (stereo not drawn)	-4.2	-10.4	i	-0.4	1.5	5.6	7.0	1.5	7.0	i
O=C(O)c1ccc(Cn2cnc3scc(-c4ccccc4)c3c2=O)cc1	4.2	6.6	i	2.2	-1.7	-1.8	0.9	-0.2	0.1	i
CN(C)S(=O)(=O)c1cc(C(=O)NCc2ccccc2)c(Cl)cc1Cl	-8.1	0.6	i	4.7	4.2	0.6	6.3	-0.1	-0.8	i
COc1ccc(C(=O)NC2CCN(C(=S)Nc3ccccc3C)CC2)cc1	-3.3	-1.1	i	0.5	4.7	-5.0	1.1	0.9	-2.0	i
CCC(C)NC(=O)/C=C/c1cccs1 (stereo not drawn)	-5.1	-4.9	i	-2.5	0.1	1.8	2.2	-3.5	3.5	i
CCOC(=O)N1CCN(C(=O)CNS(=O)(=O)c2c(C)cc(C)cc2C)CC1	1.8	-6.3	i	0.6	3.3	1.2	7.3	-0.8	0.2	i
O=C(Nc1ccc(OC(F)F)c(Cl)c1)C(c1ccccc1)c1ccccc1	-11.0	1.7	i	0.7	-3.4	-1.9	-2.6	3.9	9.1	i

Complete entries, looked up by structure. Values in the order: Scp1 inh | SUMO1 PPI mod | Rpn11 block | Rin1-Abl PPI inh | NadD block | STEP block | CSN deneddyl inh | LMPTP block | DNMT1 block | Neddyl block
Shown for Nc1nonc1-n1nnc(C(=O)N/N=C/c2ccccc2)c1CSc1ccccc1 = -10.5 | -4.8 | i | -1.3 | 7.0 | 0.4 | 5.1 | 2.3 | 4.0 | i
Shown for Cc1ccc(C(C)C)c(OCC(=O)NNC(=O)C2CSC3(C)CCC(=O)N23)c1 (stereo not drawn) = -4.0 | -0.5 | i | -2.5 | -0.9 | -0.9 | 2.1 | -1.4 | 2.0 | i
Shown for CCOC(=O)[C@]12CCC=C1N(Cc1ccc(Cl)cc1Cl)C(=O)[C@H](CC(=O)NCc1ccc(C)o1)C2 = · | 2.5 | · | · | 2.1 | · | 1.0 | -0.3 | · | i
